# Screening data: PubChem, several laboratories
# T cell modulator: T cell immune modulators affecting CD8 T cell-vesicle binding; 2C CD8+ T cell-vesicle binding, flow cytometry; active compounds read low; calls only at 7 µM; actives 0.068% (n = 330,000); AID 2052;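 active = response, share of CD8 T cells binding vesicles, and their 90th percentile fluorescence all below set limits, cut at about 80% in these data, passing the limit was not always enough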
#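 Benchmarks: naked versus QL9-loaded vesicles / Assay system: purified 2C TCR transgenic mouse naive CD8+ T cells / Technique: high-throughput flow cytometry with anti-B7-1 and anti-CD8 staining / Timing: Cell–vesicle co-incubation 1.5 h at 37 °C, staining 20 min on ice / Read-out: percent CD8+ FL2 mean versus row control / Probe or stimulus: QL9-loaded Drosophila micro-vesicles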
# RSV CPE inhibition: inhibition of RSV-induced cytopathic effect – HEp-2 cells, primary 10 µM value included (AID 2391). CPE inhibition, % at 10 µM, or IC50 in µM where a hit was titrated. actives 0.13% (n = 310,000). HEp-2 cells, RSV-induced CPE inhibition; higher % means a stronger effect; in the data active = a potency from the dose series; inconclusive = CPE inhibition mostly from about 23% at the one dose, without a potency; inactive = the rest, 99 in 100 with CPE inhibition below about 21%; note: strong numbers were not always called active
# UTI89 phage lysis: protection from phage-mediated lysis, alamar blue read-out – E. coli UTI89, K1F phage, bacterial capsule biogenesis inhibitors (AID 488966) | E. coli UTI89 K1F phage lysis, alamar blue, 2 h; higher % means a stronger effect | inhibition, % at 100 µM, or IC50 in µM where a hit was titrated | actives 0.02% (n = 340,000);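 active = phage lysis inhibition, versus mean bacterial control, above a set limit; inconclusive = no clear call, values can overlap the other calls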;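 note: capsule biogenesis inhibitors block K1F phage lysis so surviving cells raise fluorescence; higher fluorescence means more inhibition of phage lysis; actives were called in the ten point dose series up to 300 µM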
# T cell modulator vesicle-bound %: recorded beside T cell modulator, whose call it bears; double positive events, %; measured here: CD8+ vesicle-bound cell fraction;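 binding gate set so that unloaded-vesicle control wells show 10% double positive cells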
# * marks the source's active call; other numbers are inactive results; i = inactive; ? = inconclusive; [ ] = dose if it differs, or a comment. These rows are one share of the data (hit frequency here may not be typical).
SMILES,T cell modulator,T cell modulator vesicle-bound %,RSV CPE inhibition,UTI89 phage lysis
O=C(NCCCN1CCCC1=O)c1cccc(S(=O)(=O)Nc2ccc(F)cc2)c1,i,26.3,1.9%,2.1%[50 µM]
Cc1ccc(NC(=O)CN2C(=O)NC3(CCc4ccccc43)C2=O)cc1S(=O)(=O)N1CCCCC1 (stereo not given),i,18.8,4.6%,0.2%[50 µM]
CC1CN(S(=O)(=O)c2cccc(C(=O)NNC(=O)C(C)Oc3ccccc3F)c2)CC(C)O1 (stereo not given),i,14.6,-1.2%,1.1%[50 µM]
Cc1ccc(NC(=O)CN(C)C(=O)c2ccc(NS(=O)(=O)c3ccc4[nH]c(=O)[nH]c4c3)cc2)cc1,i,3.3,-0.6%,0.0%
COC(=O)CC(C(=O)Nc1cc(C(=O)OC)cc(C(=O)OC)c1)N1CCN(C)CC1 (stereo not given),i,37.1,1.6%,0.2%
O=C(COC(=O)c1cc(Cl)ccc1O)NC(=O)NCc1ccccc1,i,39.6,0.9%,0.5%[50 µM]
COc1cccc(C(=O)NCCS(=O)(=O)NCc2ccc3c(c2)OCO3)c1,i,42.3,-1.9%,1.4%[50 µM]
Cc1ccc(C)c(Cn2nnc(C(=O)Nc3ccc4c(c3)OCCO4)c2N)c1,i,26.4,?,0.2%[50 µM]
COCCCNC(=O)C(=O)NCC1CCCN1S(=O)(=O)c1cccs1 (stereo not given),i,27.8,1.0%,1.5%[50 µM]
CCCCn1c(N)c(N(CC(C)C)C(=O)c2cccc(-n3cnnn3)c2)c(=O)[nH]c1=O,i,18.4,5.1%,-0.1%[50 µM]
CC(=O)N/C(=C/c1ccccc1)c1ccccc1,i,34.4,0.5%,0.8%
c1cc(CCCc2ccncc2)ccn1,i,38.6,0.8%,0.5%[50 µM]
CC(C)(CNC(=O)c1cc([N+](=O)[O-])ccc1N1CCC(Cc2ccccc2)CC1)N1CCOCC1,i,41.3,0.6%,-0.3%[50 µM]
Cc1sc2ncnc(N3CCC(C(=O)Nc4ccccc4C(C)(C)C)CC3)c2c1C,i,59.8,11.9%,0.5%[50 µM]
Cc1ccc(C(=O)NCC(c2cccs2)N(C)C)cc1S(=O)(=O)N1CCOCC1 (stereo not given),i,13.5,1.0%,0.9%[50 µM]
Cc1ccc(S(=O)(=O)N2CCCCC2)cc1NC(=O)c1cc2ccccc2o1,i,5.9,2.9%,1.1%
COc1ccc(N(C)S(=O)(=O)c2cccc(C(=O)NCC(c3cccs3)N(C)C)c2)cc1 (stereo not given),i,53.4,0.1%,0.3%[50 µM]
O=C(Cc1n[nH]c(=O)c2ccccc12)Nc1cc(Cl)ccc1-n1cncn1,i,32.1,-1.3%,0.7%[50 µM]
Cc1nnc(SCC(=O)Nc2cccc(S(=O)(=O)N3CCCCC3)c2)s1,i,15.7,0.0%,1.2%[50 µM]
COc1ccc2c3n(nc2c1)CCN=C3c1ccc(C)cc1,i,17.7,-1.6%,1.2%
Cc1ccc(NC(=O)CCNS(=O)(=O)c2ccccc2F)cc1S(=O)(=O)N1CCOCC1,i,26.4,1.9%,1.1%[50 µM]
CC(=O)N(CCOc1ccccc1)CCOc1ccccc1,i,23.1,0.7%,-0.1%
Cc1cccc(C(=O)NCC(=O)NCC(c2ccco2)N2CCCCC2)c1 (stereo not given),i,17.0,-0.2%,0.3%[50 µM]
CC(CNC(=O)Cn1ccc(NC(=O)OCc2ccccc2)nc1=O)c1ccccc1 (stereo not given),i,21.1,0.8%,1.5%
Cc1ccc(S(=O)(=O)N2[C@@H](c3ccc(Cl)cc3)C(C(=O)O)=CC[C@H]2c2ccc3c(c2)OCO3)cc1,i,36.3,2.9%,-2.2%
CCN1CCN(c2ccc(S(=O)(=O)N3CCCCC3)cc2NC(=O)COc2ccccc2)CC1,i,51.6,-1.5%,1.0%[50 µM]
CN(C(=O)Cc1csc(-c2ccccc2)n1)c1c(N)n(Cc2ccccc2)c(=O)[nH]c1=O,i,35.3,-0.5%,0.1%[50 µM]
CCOC(=O)C1CCCN(C(=O)c2cn(-c3ccccc3)nc2-c2cccnc2)C1 (stereo not given),i,19.6,0.0%,-0.5%[50 µM]
CC(=O)N/C(=C\c1ccccc1)C(=O)OCC(=O)c1ccccc1,i,38.7,-1.3%,1.0%[50 µM]
CN(C1CCCCC1)S(=O)(=O)c1cn(C)c(=O)n(C)c1=O,i,40.4,0.9%,0.8%[50 µM]
COc1ccccc1C(=O)NC(CCSC)C(=O)NCc1ccncc1 (stereo not given),i,44.2,0.9%,0.6%[50 µM]
CCOC(=O)Cc1csc(NC(=O)c2ccc(C)c(S(=O)(=O)N3CCOCC3)c2)n1,i,43.8,1.9%,0.7%[50 µM]
COc1ccccc1N(C)S(=O)(=O)c1ccc(C(=O)N(C)Cc2ccc(Cl)s2)cc1,i,34.3,3.7%,-0.1%[50 µM]
CCOc1ccc(S(=O)(=O)NCC(=O)NC2CCCCC2)cc1,i,37.7,0.8%,-0.1%
O=C(CSc1nnnn1C1CC1)N1CCN(c2ccc(O)cc2)CC1,i,43.2,-0.2%,0.4%[50 µM]
Cc1ccc(CSCC(=O)N(C)CC(=O)Nc2c(Cl)cccc2Cl)cc1,i,23.1,1.8%,-0.1%[50 µM]
COc1cccc(-c2cc(C(=O)Nc3ccc(N(C)C(C)=O)cc3)c3cc(Br)ccc3n2)c1,i,2.8,?,-1.4%
CC(=O)N1CCN(S(=O)(=O)c2cccc(C(=O)NNC(=O)COc3ccc(Cl)cc3C)c2)CC1,i,38.1,-0.6%,1.2%[50 µM]
CCOC(=O)[C@H]1[C@H]2COc3cc(OC)ccc3[C@@H]2N2C(=O)CN(Cc3ccc(C)cc3)C(=O)[C@@]12C,i,27.3,2.0%,6.1%
Cc1ccc(NC(=O)CCC(=O)c2cc(C)sc2C)nc1,i,31.1,-1.4%,0.5%[50 µM]
Cc1n[nH]c(=O)c2c(NC(=O)CSc3c(Cl)cccc3Cl)oc(C)c12,i,23.7,2.1%,1.6%[50 µM]
Cn1nc(C(=O)Nc2cccc(C(=O)NC3CC3)c2)c2ccccc2c1=O,i,5.8,0.3%,0.4%[50 µM]
CCc1noc(C)c1C(=O)Nc1nc2ccc(OC)cc2s1,i,2.0,-1.5%,-0.8%[50 µM]
CCOc1ccc(OCC(=O)N2CCC3(CC2)CC(=O)c2ccccc2O3)cc1,i,54.4,13.5%,1.1%[50 µM]
Cc1c(S(=O)(=O)N2CCCC2)c(=O)n(C)c(=O)n1C,i,44.1,2.0%,0.8%[50 µM]
CCOC(=O)N1CCN(C(=O)c2cc(-c3ccncc3)nc3ccccc23)CC1,i,28.8,-0.1%,0.9%[50 µM]
O=C(c1ccc(F)cc1F)N1CCN(S(=O)(=O)c2ccc3c(c2)OCCO3)CC1,i,47.0,1.4%,0.2%[50 µM]
CC1(C)Cc2cccc(OCC(=O)OCc3nnc(-c4ccccc4)o3)c2O1,i,37.2,1.0%,0.4%[50 µM]
Cc1noc(C)c1CSCC(=O)Nc1cc(S(=O)(=O)N2CCOCC2)ccc1OCC(F)(F)F,i,44.8,0.1%,0.9%[50 µM]
COc1ccc(C(=O)NCc2ccccc2CN2CCCC2)cc1S(=O)(=O)Nc1ccc(C)cc1,i,49.3,0.3%,0.5%[50 µM]
O=C1C=C(c2ccc3c(c2)oc2ccccc23)C[C@@H](c2ccc(Cl)cc2)C1,i,26.3,2.7%,0.9%
C[C@@H]1C(=O)O[C@H]2CC34[C@H]5C[C@@H](C(C)(C)C)[C@]36[C@@H](OC(=O)[C@@H]6O)O[C@@]4(C(=O)O5)[C@]21O (stereo not given in full),i,21.5,-2.3%,1.9%
COC/C=C/C1=CC(=O)C[C@H](c2ccc3c(c2)OCO3)C1,i,15.5,0.8%,-1.2%
CCCCn1c(N)c(N(CC)C(=O)CSCC(=O)Nc2ccc(OC)cc2)c(=O)[nH]c1=O,i,43.4,-1.7%,-1.3%
Cc1cccc(NC(=O)CN(C)CC(=O)NC(c2ccccc2)c2ccccc2)c1C,i,33.7,-0.8%,0.1%[50 µM]
COc1ccc(Cl)cc1NC(=O)CN(C)C(=O)c1ccc(N2CCCCCC2)c([N+](=O)[O-])c1,i,30.5,20.4%,-1.6%
CCCCNC(=O)C(=O)NCC1CCCN1S(=O)(=O)c1cccs1 (stereo not given),i,36.5,0.3%,1.4%[50 µM]
O=C(COC(=O)c1ccc(Br)o1)Nc1ccc(Br)cc1,i,38.2,1.7%,0.2%[50 µM]
Nc1c(C(=O)CSc2nccn2-c2cccc(F)c2)c(=O)[nH]c(=O)n1C1CC1,i,47.2,1.7%,0.8%[50 µM]
COc1ccccc1NC(=O)C(=O)NCC(c1ccco1)N1CCc2ccccc2C1 (stereo not given),i,45.4,-0.4%,1.6%[50 µM]

# 4 compounds picked at random from those above:
SMILES,T cell modulator,T cell modulator vesicle-bound %,RSV CPE inhibition,UTI89 phage lysis
C[C@@H]1C(=O)O[C@H]2CC34[C@H]5C[C@@H](C(C)(C)C)[C@]36[C@@H](OC(=O)[C@@H]6O)O[C@@]4(C(=O)O5)[C@]21O (stereo not given in full),i,21.5,-2.3%,1.9%
CCCCNC(=O)C(=O)NCC1CCCN1S(=O)(=O)c1cccs1 (stereo not given),i,36.5,0.3%,1.4%[50 µM]
COc1ccc(C(=O)NCc2ccccc2CN2CCCC2)cc1S(=O)(=O)Nc1ccc(C)cc1,i,49.3,0.3%,0.5%[50 µM]
O=C1C=C(c2ccc3c(c2)oc2ccccc23)C[C@@H](c2ccc(Cl)cc2)C1,i,26.3,2.7%,0.9%

# (list continues)
SMILES,T cell modulator,T cell modulator vesicle-bound %,RSV CPE inhibition,UTI89 phage lysis
COc1cccc(CNC(=O)c2ccc(C)c(S(=O)(=O)N3CCOCC3)c2)c1,i,54.9,1.2%,1.0%[50 µM]
COc1ccc(S(=O)(=O)NCc2ccccn2)cc1NC(=O)c1ccc(Cl)cc1,i,40.6,2.6%,0.5%[50 µM]
O=C(Nc1ccncc1)c1cc(S(=O)(=O)N2CCOCC2)ccc1Cl,i,50.5,-1.8%,0.8%[50 µM]
CCOc1ncccc1C(=O)Nc1ccc(C)c(S(=O)(=O)N2CCCCCC2)c1,i,21.2,2.1%,0.2%[50 µM]
COc1ccc(NC(=O)CN(C)C(=O)c2n[nH]c3ccccc23)cc1,i,36.7,0.0%,-1.0%
C[C@@H]1NC(=O)[C@@]2(C)[C@@H](c3ccccc3)[C@H]3COc4ccccc4[C@@H]3N2C1=O,i,34.0,0.6%,0.6%
Cc1sc2ncnc(N3CCC(C(=O)Nc4cc(Cl)ccc4Cl)CC3)c2c1C,i,36.4,0.7%,0.5%[50 µM]
CN(Cc1ccccc1)C(=O)c1[nH]cnc1C(=O)Nc1ccc(Cl)cc1,i,38.6,2.3%,-0.7%
O=C(O)C1C2C=CC(C2)C1C(=O)NCc1ccccc1 (stereo not given),i,45.6,0.9%,0.1%
CCOc1cc(N2CCOCC2)c(OCC)cc1NC(=O)C1CC(=O)N(c2ccc(C)cc2)C1 (stereo not given),i,28.4,0.2%,0.6%[50 µM]
O=C(CNc1ccccc1Cl)Nc1cc(S(=O)(=O)N2CCOCC2)ccc1Cl,i,46.9,2.5%,0.2%
Cc1ccc(S(=O)(=O)CC(=O)NCc2ccc(Cl)cc2)cc1,i,52.9,-0.1%,1.0%[50 µM]
CNc1ccc(C(=O)OCC(=O)Nc2ccnn2C(C)C)cc1[N+](=O)[O-],i,48.9,1.1%,0.6%[50 µM]
CC(C)(C)OC(=O)N1CCC(NC(=O)c2nc[nH]c2C(=O)N2CCN(C(=O)OC(C)(C)C)CC2)CC1,i,29.5,-0.5%,-0.1%
Cc1cccc(NC(=O)c2cc(S(=O)(=O)N(C)c3ccc(F)cc3)ccc2Cl)n1,i,9.9,3.0%,0.4%[50 µM]
CC(=O)c1sc(NC(=O)C2CCCN2S(=O)(=O)c2ccccc2F)nc1C (stereo not given),i,39.0,0.9%,0.8%[50 µM]
Cc1ccc(S(=O)(=O)N2CCOCC2)cc1NC(=O)CSc1ccc(Cl)cc1,i,32.8,5.8%,0.7%[50 µM]
Cc1c(C)n2c(SCC(=O)Nc3cccc4ccccc34)nnc2[nH]c1=O,i,46.2,0.6%,1.0%[50 µM]
NC(=O)OCC(O)COc1ccc(Cl)cc1 (stereo not given),i,17.1,-0.3%,-6.5%
COc1ccc(NC(=O)c2ccc(OCC3CCCO3)cc2)cc1OC (stereo not given),i,36.4,1.2%,0.5%
O=C(NCC1CCCN1S(=O)(=O)c1ccccc1)C(=O)NC1CC1 (stereo not given),i,47.7,-1.5%,6.1%[50 µM]
COC(=O)[C@@]12CCCCN1[C@H](c1ccc(-c3ccccc3)cc1)[C@@H]1C(=O)N(C)C(=O)[C@@H]12,i,36.3,7.1%,-0.7%
O=C(C1CCC1)N1CCN(S(=O)(=O)c2ccccc2)CC1,i,17.5,-1.5%,-2.3%
